RAD54 branch: inhibitors of human RAD54 branch migration, primary screen, biochemical, fluorescence, single point | DNA repair and recombination protein RAD54-like (Homo sapiens), Q92698 | RAD54 Holliday junction branch migration, FAM/BHQ fluorescence | inhibition, % at 10.4 µM | 360,000 tested, 0.14% active | AID 602329, 2012;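 active means mean normalized replicate activity at least 40 and at least half of replicates scoring 40 or more; inconclusive means only one of the two criteria met; inactive means mean below 40 and under half of replicates reaching 40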;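 further: 0% = median of neutral control wells and 100% = median of positive control wells; inhibitors cause a drop in the FAM fluorescence signal; in these data hits start at about 50%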
F508del corr: F508del CFTR correction, initial screen, CFBE line, single point. CFBE cells, YFP halide quenching; stimulated with forskolin plus potentiator P3; % fluorescence drop versus neutral controls. activity (quench increase), % at 7.58 µM. 350,000 tested, 0.36% active. AID 720511, 2013;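 active means mean added fluorescence quench of at least 8% versus neutral control, with both replicates also reaching 8%; inconclusive means only one of the mean or replicate conditions met; inactive means mean below 8% and not both replicates reaching 8%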;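 further: cells transiently co-express mutant CFTR-F508del with the halide-sensitive YFP; corrector assay measuring rescue of mutant channel to the surface after 24 h compound exposure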
Xi reactivation: activators of inactive X chromosome reactivation, primary screen, imaging, XiGFP fibroblasts, GFP high-content imaging, set 2 | 360,000 tested, 0.055% active | XiGFP mouse fibroblasts, % GFP-positive cells imaging, 3 d; cells co-treated with 5-aza-dC sensitizer; scaled so ellipticine positive control = 100% | AID 743238, 2013 | activation, % at 7.58 µM;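 active means mean normalized replicate activation at least 10% and every replicate at or above 10%; inconclusive means only one of the two criteria met; inactive means mean below 10% and not all replicates reach 10%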;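 further: 0% = median of on-plate neutral control wells and 100% = ellipticine 6 µM median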
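Schedule: 3 d treatment, 15 min room-temperature fixation; system: 68-5-11 XiGFP fibroblast line; buffer or medium: DMEM plus 5-aza-dC sensitizer; control set: ellipticine 6 µM positive control; compound: one concentration, pinned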
RAD52 anneal inh: RAD52 DNA annealing inhibitors, primary screen, biochemical, FRET, single point, set 2. DNA repair protein RAD52 homolog (Homo sapiens), P43351. 360,000 tested, 0.46% active. inhibition, % at 18.7 µM. recombinant RAD52 DNA annealing, FRET fluorescence;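 active means every replicate showing at least 50% inhibition; inconclusive means mean inhibition at least 50% but not in every replicate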
Target sequence (P43351 whole entry, looked up): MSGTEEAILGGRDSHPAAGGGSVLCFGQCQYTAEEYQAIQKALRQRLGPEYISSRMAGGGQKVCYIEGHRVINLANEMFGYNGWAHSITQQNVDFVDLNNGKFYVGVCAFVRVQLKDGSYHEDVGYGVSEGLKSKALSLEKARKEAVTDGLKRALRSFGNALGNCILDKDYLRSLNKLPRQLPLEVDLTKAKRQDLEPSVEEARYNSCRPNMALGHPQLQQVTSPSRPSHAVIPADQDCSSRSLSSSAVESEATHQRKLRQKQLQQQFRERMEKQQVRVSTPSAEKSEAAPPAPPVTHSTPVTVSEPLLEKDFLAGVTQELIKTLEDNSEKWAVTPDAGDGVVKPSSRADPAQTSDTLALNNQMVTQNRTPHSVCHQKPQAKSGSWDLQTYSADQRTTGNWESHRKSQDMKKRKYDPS
DENV2 CPE: inhibitors of DENV2 cytopathic effect, primary screen, cell-based, plate reader, single concentration; DENV2-infected cells, cytopathic effect rescue; CPE inhibition, % at 9.99 µM; 350,000 tested, 1.7% active; AID 651640, 2012; in the data active means CPE inhibition above about 20%, passing the limit was not always enough; inconclusive means no clear call, values can overlap the other calls; tested in BHK-21 cells;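 further: 0% = median of neutral control wells and 100% = median of positive control wells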
E-selectin induc: E-selectin induction in HUVECs, primary screen, imaging, HUVEC, immunofluorescence imaging, single point. P16581. normalized: neutral wells 0, TNF-alpha wells 100. activation, % at 7.58 µM. 260,000 tested, 0.37% active. AID 686992, 2013;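 active means mean E-selectin-positive cell signal at least 10% of the positive control, reached in at least 60% of replicates, without over 20% cell loss; inconclusive means no rule given, readout overlaps actives, possibly toxicity-flagged; inactive means the rest, including those meeting only one limit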;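 further: in these data hits start at about 27%; measured in HUVEC primary endothelial cells; signal is the percent of cells scored E-selectin positive by PE staining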
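Test system: HUVEC | Signal: Immunofluorescence imaging | Read-out: Percent E-selectin-positive cells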
CASP6 VEID inh: human caspase-6 inhibitors, primary screen, biochemical, VEID-R110 fluorescence, single point, set 2; inhibition, % at 12.5 µM; 350,000 tested, 0.53% active; purified caspase-6, Z-VEID-R110 cleavage fluorescence; AID 686996, 2013;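 active means mean inhibition across replicates at least about 35%, with every replicate also reaching that limit, limit read from the data; inconclusive means only one of the two criteria met; inactive means neither criterion met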;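 further: 0% = median of neutral control wells and 100% = no fluorescence left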
Target sequence (P55212 24-179 limits assumed): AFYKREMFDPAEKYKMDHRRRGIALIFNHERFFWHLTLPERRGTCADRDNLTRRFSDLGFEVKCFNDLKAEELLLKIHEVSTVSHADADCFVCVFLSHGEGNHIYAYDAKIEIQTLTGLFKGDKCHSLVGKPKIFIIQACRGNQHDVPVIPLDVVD
Target sequence (P55212 194-293 limits assumed): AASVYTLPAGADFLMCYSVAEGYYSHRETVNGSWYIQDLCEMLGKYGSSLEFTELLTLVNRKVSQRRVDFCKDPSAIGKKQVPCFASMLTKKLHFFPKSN
GSIS activator: GLuc luminescence reporter in INS-1E cells, primary screen for activators of glucose-dependent secretion of insulin | 370,000 tested, 0.61% active | activation, % at 16.6 µM | INS-1E GLuc reporter insulin secretion, 2-3 h;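 active means lowest replicate activation of at least 40%, so every replicate reaches that level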;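 further: 0% = median of neutral control wells and 100% = median of IBMX positive control wells; some compounds called inactive have numbers as strong as hits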
* = called active by the depositor; u = inconclusive; x = not tested or not shown.

Preview:
SMILES	RAD54 branch	F508del corr	Xi reactivation	RAD52 anneal inh	DENV2 CPE	E-selectin induc	CASP6 VEID inh	GSIS activator
COc1ccc(S(=O)(=O)N[C@H]2C=C[C@@H](CC(=O)NCCc3ccccc3)O[C@@H]2CO)cc1	1	-0.9	-0.4	-9	24*	0.1	1	8
C[C@H](CO)N1C[C@H](C)[C@H](CN(C)C(=O)Nc2ccccc2)Oc2ccc(NC(=O)Cc3cn(C)c4ccccc34)cc2CC1=O	9	0.9	-0.1	13	6	0.2	1	-9
Cc1cc(NC(=O)/C=C/C(=O)N(CC(=O)NC2CCCC2)c2cccc3ccccc23)no1	-2	-2.4	0.8	2	2	-0.5	6	9
C/C=C/c1cnc2c(c1)C(=O)N([C@H](C)CO)C[C@H](C)[C@H](CN(C)C(=O)c1ccc3c(c1)OCO3)O2	0	-1.5	0.6	-9	-8	0.0	0	-10

All compounds of this part, previewed entries included:
SMILES	RAD54 branch	F508del corr	Xi reactivation	RAD52 anneal inh	DENV2 CPE	E-selectin induc	CASP6 VEID inh	GSIS activator
COc1ccc(S(=O)(=O)N[C@H]2C=C[C@@H](CC(=O)NCCc3ccccc3)O[C@@H]2CO)cc1	1	-0.9	-0.4	-9	24*	0.1	1	8
C[C@H](CO)N1C[C@H](C)[C@H](CN(C)C(=O)Nc2ccccc2)Oc2ccc(NC(=O)Cc3cn(C)c4ccccc34)cc2CC1=O	9	0.9	-0.1	13	6	0.2	1	-9
Cc1cc(NC(=O)/C=C/C(=O)N(CC(=O)NC2CCCC2)c2cccc3ccccc23)no1	-2	-2.4	0.8	2	2	-0.5	6	9
C/C=C/c1cnc2c(c1)C(=O)N([C@H](C)CO)C[C@H](C)[C@H](CN(C)C(=O)c1ccc3c(c1)OCO3)O2	0	-1.5	0.6	-9	-8	0.0	0	-10
Cc1ccc(CN(C(=O)N2CCN(C)CC2)S(=O)(=O)c2ccc(C)cc2)cc1	20	-3.7	0.0	-11	-3	2.7	0	24
O=S(=O)(c1ccc(Cl)cc1)N1CCN(C(=S)Nc2ccc(F)c(Cl)c2)CC1	5	x	0.6	x	x	0.3	x	-13
Cc1ccc(CSc2nnc(CNc3ccc(F)cc3)o2)cc1	x	-0.3	0.0	-4	6	-2.2	2	-52
COc1ccccc1OCC(O)Cn1c(=N)n(CCN2CCCCC2)c2ccccc21 (centres undefined)	1	x	x	13	x	x	-7	14
O=C(NC1CCCC(C(F)(F)F)C1)c1ccc([N+](=O)[O-])o1 (centres undefined)	5	-4.5	0.3	-6	-2	0.3	5	2
O=C(NCCOc1ccc(Cl)cc1)c1ccc2c(c1)OCCO2	5	-0.5	0.0	-15	6	x	2	-28
COc1cc(CN2CCC(C(=O)NC(c3ccccc3)c3ccsc3)CC2)cc(OC)c1 (centres undefined)	-4	1.1	0.0	-17	-10	-0.4	1	x
C[C@H](CO)N1C[C@H](C)[C@H](CN(C)C(=O)Nc2ccc(C(F)(F)F)cc2)Oc2ccc(NC(=O)CCC(F)(F)F)cc2CC1=O	2	-1.6	-0.1	x	0	0.1	x	-21
CC(C)NC(=O)[C@@H]1CSC2c3ccccc3C(=O)N21 (some centres undefined)	1	0.9	0.0	7	0	x	1	22
CNC[C@@H]1Oc2c(N)cccc2C(=O)N([C@@H](C)CO)C[C@H]1C	10	-1.8	0.2	-5	-6	-0.2	2	11
O=C(N/N=C\c1cn[nH]c1-c1ccccc1)c1cccs1	x	2.4	-0.1	-4	x	-1.4	3	-9
COC(=O)N1C[C@H](OCc2ccc3c(c2)OCO3)[C@H]2C[C@@H]1c1ccccc1O2	x	1.1	0.1	-6	16	1.2	-3	-3
CC(C)NC(=O)Nc1cccc2c1O[C@H](CN(C)C(=O)Nc1ccc3c(c1)OCO3)[C@H](C)CN([C@H](C)CO)C2=O	8	-1.5	0.0	-13	1	-3.1	4	7
Cc1ccc(S(=O)(=O)NCCn2nc(C)nc2C)cc1	-3	-0.3	0.3	-11	12	x	-3	-13
O=C(NCCCl)Nc1ccccc1OCCOc1ccccc1NC(=O)NCCCl	1	3.3	0.0	-16	-4	0.0	-3	39
CC(=O)N(C)C[C@@H]1Oc2cc(-c3cccnc3)ccc2S(=O)(=O)N([C@H](C)CO)C[C@H]1C	7	x	0.5	6	-2	0.9	1	5
Cc1csc(NC(=O)CN2C(=O)c3ccccc3S2(=O)=O)n1	-6	1.4	0.0	-6	6	-0.5	1	5
COC(=O)c1cccc(NC(=O)/C=C/c2ccc([N+](=O)[O-])cc2)c1	x	-1.3	0.0	-20	6	-1.8	4	-1
CN(C)C1=NCCN1CCc1ccccc1	-8	-1.2	0.5	12	u	-0.1	3	x
O=C(Nc1ccc2c(c1)OCO2)N[C@H]1CC[C@H](CCNC(=O)C2CCOCC2)O[C@H]1CO	-4	0.2	0.4	6	2	0.0	-1	-9
COCCNC(=O)c1ccccc1NC(=O)Cc1ccccc1	x	-0.8	0.0	3	-5	x	5	21
Continuation:
SMILES	RAD54 branch	F508del corr	Xi reactivation	RAD52 anneal inh	DENV2 CPE	E-selectin induc	CASP6 VEID inh	GSIS activator
C[C@@H](C(=O)N1CCN(C(=O)OC(C)(C)C)CC1)n1cc(CCC(=O)O)nn1	-5	1.7	5.2	0	-10	-0.1	-5	-2
CC(Nc1c([N+](=O)[O-])c(=O)oc2ccccc12)c1ccccc1 (centres undefined)	x	-0.1	0.0	2	x	-0.1	1	18
COCCNC(=O)C[C@@H]1C[C@@H]2c3cc(NC(=O)Nc4ccccc4)ccc3O[C@@H]2[C@@H](CO)O1	-5	-1.2	-0.1	24	12	-0.2	-1	-3
CC(C)CCN1CCC(Cc2ccccc2)(NC(=O)c2ccccc2)C1=O (centres undefined)	3	5.0	-0.2	-4	17	0.2	-1	x
COc1ccc(S(=O)(=O)N(C)CC(=O)N2CCCC2)cc1	4	-1.4	0.0	-9	1	x	-1	7
CC(C)(O)C#Cc1ccc(C(=O)N2CCC(CCC(=O)NC3CC3)CC2)cc1	3	2.2	-0.1	-7	0	0.3	-1	3
CN1CCN(c2nnc(-c3ccccc3)c(-c3ccccc3)n2)CC1	2	-0.1	0.0	1	2	0.0	-3	15
CN=c1scc(-c2c[nH]c3ccccc23)n1C	x	0.4	0.0	-9	-4	x	0	-5
O=S(=O)(NC(=NC1CCCCC1)c1ccccc1F)c1ccccc1	2	0.8	0.2	-1	-3	-0.1	-3	-5
O=C(CS(=O)(=O)c1ccccc1)NCc1ccc(Cl)cc1	2	0.2	0.0	-10	-7	-0.3	-2	32
CN(C)CC(=O)N1C[C@H]2[C@@H](c3ccccc31)[C@@H](CO)N2C(=O)c1ccccn1	-17	-1.2	0.0	-85	14	0.3	0	-23
C[C@H]1CN([C@@H](C)CO)S(=O)(=O)c2ccc(-c3cccnc3)cc2O[C@H]1CN(C)C(=O)C1CCCCC1	1	0.5	0.0	4	-1	0.3	1	-6
C[C@@H]1CN([C@H](C)CO)C(=O)c2ccccc2-c2ccccc2CO[C@@H]1CN(C)Cc1cccnc1	-1	-1.4	0.0	-2	-6	-0.2	0	5
COc1ccc(-n2ncc(C(=O)N3CCN(c4ccc(F)cc4)CC3)c2C)cc1	-3	2.8	-0.1	-14	12	x	0	4
C=CCn1c(SCC(=O)NCc2ccccc2)nnc1C1CCCCC1	-6	x	x	13	x	x	4	1
CCCNC(=O)C[C@H]1C[C@H]2c3cc(NS(=O)(=O)c4ccccc4)ccc3O[C@H]2[C@H](CO)O1	-1	-0.2	-0.1	x	-13	-0.4	x	-7
COc1cccc2cc(C(N)=O)/c(=N\NC(=O)c3ccccc3)oc12	13	-0.4	0.3	-3	0	0.0	x	15
O=C(Nc1cccc2nsnc12)c1cc2c(cc1Cl)Sc1nccn1S2(=O)=O	x	-1.1	0.0	-95	-4	-1.1	15	9
O=C(Nc1nc2ccccc2n1CCN1CCOCC1)c1ccc(Cl)cc1	x	2.5	0.3	-1	-4	6.9	3	-2
COc1ccc(C(CNC(=O)c2ccc(NS(=O)(=O)c3ccccc3)cc2)N2CCOCC2)cc1 (centres undefined)	-5	-2.1	0.0	-36	3	x	1	-14
CCOC(=O)N1CCN(C(=O)CCS(=O)(=O)c2ccc3c(c2)CC(C)N3C(=O)CC)CC1 (centres undefined)	-3	0.9	0.0	-8	3	0.0	1	2
Cc1nc(-c2ccc(F)cc2)c(CC(=O)N(C)CC(=O)Nc2ccc(Br)cc2C)s1	-3	0.8	0.4	-18	u	0.5	-3	-15
CCc1noc(C)c1C(=O)Nc1nc(-c2cc(OC)ccc2OC)cs1	-12	-1.3	0.0	1	8	x	3	-8
CNS(=O)(=O)c1ccc(NC(=O)c2cncc(Br)c2)cc1	8	-0.1	0.1	-9	0	x	-1	1
O=c1c(-c2c(O)cc(O)c3c(=O)cc(-c4ccc(O)cc4)oc23)c(-c2ccc(O)cc2)oc2cc(O)cc(O)c12	-3	-2.6	x	9	-1	x	83*	1
CS(=O)(=O)N1CCC(C(=O)NCc2ccc(F)cc2)CC1	x	2.3	0.0	-13	5	x	1	9
C[C@@H]1CN([C@@H](C)CO)S(=O)(=O)c2ccc(/C=C/c3ccccc3)cc2O[C@@H]1CN(C)Cc1ccccc1	-2	1.8	-0.7	13	-6	-0.3	2	-2
C[C@@H]1COc2cccc(NCCCN3CCOCC3)c2S(=O)(=O)N1	x	-2.9	0.0	2	15	3.0	-3	11

Shown with values under each structure: part of the list above
The line under a structure holds: RAD54 branch	F508del corr	Xi reactivation	RAD52 anneal inh	DENV2 CPE	E-selectin induc	CASP6 VEID inh	GSIS activator
> CCc1noc(C)c1C(=O)Nc1nc(-c2cc(OC)ccc2OC)cs1
    -12	-1.3	0.0	1	8	x	3	-8
> CNS(=O)(=O)c1ccc(NC(=O)c2cncc(Br)c2)cc1
    8	-0.1	0.1	-9	0	x	-1	1
> O=c1c(-c2c(O)cc(O)c3c(=O)cc(-c4ccc(O)cc4)oc23)c(-c2ccc(O)cc2)oc2cc(O)cc(O)c12
    -3	-2.6	x	9	-1	x	83*	1

4 of the entries above in order of their number in GSIS activator, smallest number first.
SMILES	GSIS activator
CCc1noc(C)c1C(=O)Nc1nc(-c2cc(OC)ccc2OC)cs1	-8
COCCNC(=O)C[C@@H]1C[C@@H]2c3cc(NC(=O)Nc4ccccc4)ccc3O[C@@H]2[C@@H](CO)O1	-3
CS(=O)(=O)N1CCC(C(=O)NCc2ccc(F)cc2)CC1	9
C[C@@H]1COc2cccc(NCCCN3CCOCC3)c2S(=O)(=O)N1	11

From PubChem
